IDH1 R132H inh = qHTS for Inhibitors of mutant isocitrate dehydrogenase 1 (IDH1): qHTS; IDH1-R132H enzyme, NADPH consumption, diaphorase/resazurin fluorescence; Potency, µM (highest dose often 76.6 µM), without a hit: at the highest dose activity change, negative = inhibition, usual class: inhibitors; actives 0.093% (n = 390,000); further: potency means the concentration at half of the fitted maximal effect; on the % scale 0 is the no-effect control and ±100 the full control effect; nearly all actives have a fitted effect of over 65% in size
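IDH1-R132H (0.5 ug/mL dispensed) in pH 7.5 Tris buffer was preincubated 30 min with compound, then given a substrate mix of 0.016 mM NADPH and 2 mM alpha-KG for 80 min at room temperature; remaining NADPH was read by diaphorase/resazurin fluorescence.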
LDHA block = qHTS assay for inhibitors of human lactate dehydrogenase; purified LDHA, NADH/diaphorase-resazurin fluorescence; stronger effect = lower value; actives 0.15% (n = 480,000); activity change, % (values are at about 110 or 230 µM); in the data active means activity change below about -30%; inconclusive means mostly about -25% to -30%;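 further: plate controls were DMSO wells for no effect and wells without enzyme for full effect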
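Human LDH5 at 2 nM final in Tris HCl pH 7.4 with 0.06 mM NADH and 0.2 mM pyruvate, reacted 5 minutes at room temperature. Remaining NADH coupled via diaphorase/resazurin; resorufin fluorescence read at 0 and 20 minutes, normalized to enzyme-free and DMSO wells.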
RXFP1 ag = qHTS Assay for Agonists of the Relaxin Receptor RXFP1 | AID 2676, 2010 | HEK293T-RXFP1 cAMP TR-FRET, 30 min; response scale: percent of porcine relaxin response, buffer zero | Potency, µM (titrated, usually from 57.5 µM), inactives show at the highest dose activation, most hits filed as activators | actives 0.3% (n = 370,000); further: potency means the concentration at half of the fitted maximal effect; on the % scale 0 is the no-effect control and ±100 the full control effect; nearly all actives have a fitted effect of over 60% in size; many of its hits are not listed in these tables
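HEK293 cells stably expressing RXFP1, treated 30 min at 37C with compounds plus PDE4 inhibitor Ro 20174; cAMP measured by HTRF TR-FRET. Normalized to buffer and 29 nM porcine relaxin; EC50 by Hill fit.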
Vif-A3G inh = qHTS for Inhibitors of Vif-A3G Interactions: qHTS; Potency, µM (top dose mostly 46.1 µM), without a hit: top-dose activity, negative = active, most hits filed as inhibitors; actives 0.076% (n = 410,000); DNA dC->dU-editing enzyme APOBEC-3G (Homo sapiens), Q9HC16; HeLa A3G-eYFP + Vif (tagged APOBEC3G with the HIV-1 protein that degrades it), YFP fluorescence, overnight;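 further: potency means the concentration at half of the fitted maximal effect; on the % scale 0 is the no-effect control and ±100 the full control effect; nearly all actives have a fitted effect of over 60% in size; hits raise eYFP signal because A3G escapes Vif-driven loss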
Target sequence (Q9HC16 whole entry, looked up): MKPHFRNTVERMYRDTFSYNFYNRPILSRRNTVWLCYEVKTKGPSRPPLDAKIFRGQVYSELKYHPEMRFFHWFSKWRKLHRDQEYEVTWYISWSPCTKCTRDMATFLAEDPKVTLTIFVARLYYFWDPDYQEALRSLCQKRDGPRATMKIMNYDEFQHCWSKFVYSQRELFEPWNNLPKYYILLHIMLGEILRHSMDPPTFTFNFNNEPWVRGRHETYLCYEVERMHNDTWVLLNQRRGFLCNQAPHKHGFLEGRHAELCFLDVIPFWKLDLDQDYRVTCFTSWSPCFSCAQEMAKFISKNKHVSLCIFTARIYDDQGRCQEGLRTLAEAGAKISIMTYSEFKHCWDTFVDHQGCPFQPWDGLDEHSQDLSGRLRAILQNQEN
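HeLa cells stably expressing Vif and C-terminally eYFP-tagged A3G, seeded overnight at 37 deg C, then exposed to compound by pintool overnight at 37 deg C. Rise in yellow fluorescence (Ex 488/Em 500-530, Acumen) marks blocked Vif-driven A3G degradation.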
USP1-UAF1 inh = Inhibitors of USP1/UAF1: Primary Screen. Ubiquitin carboxyl-terminal hydrolase 1 (Homo sapiens), O94782. recombinant USP1/UAF1, Ub-Rhodamine cleavage fluorescence. Potency, µM (series often up to 57.1 µM), for the others: at the highest dose activity change, negative = inhibition, most hits filed as inhibitors. actives 0.23% (n = 390,000). AID 743255, 2014; further: potency means the concentration at half of the fitted maximal effect; on the % scale 0 is the no-effect control and ±100 the full control effect; nearly all actives have a fitted effect of over 60% in size; inactives centre near -12
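High-throughput fluorogenic screen: 1nM USP1/UAF1 complex, Ub-Rho substrate 150nM final, 50mM HEPES pH 7.8 with 0.5mM EDTA, 0.1 mg/ml BSA, 1mM TCEP and 0.01% Tween-20.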
Vif-APOBEC3F blk = qHTS for Inhibitors of Vif-A3F Interactions: qHTS | HeLa A3F-eYFP + Vif (tagged APOBEC3F with the HIV-1 protein that degrades it), YFP fluorescence increase | Potency, µM (titrated, usually from 46.1 µM), inactives show top-dose activity, negative = active | actives 0.2% (n = 390,000) | AID 602313, 2012; further: potency means the concentration at half of the fitted maximal effect; % of control where 0% means no effect; nearly all actives have a fitted effect of over 65% in size
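HeLa cells stably expressing Vif plus C-terminally eYFP-tagged A3F were seeded, incubated overnight at 37 deg C, dosed with compound, incubated overnight again at 37 deg C. Yellow fluorescence (Ex 488/Em 500-530) reported blocked Vif-mediated A3F-eYFP degradation.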
TrxR1 substrate = qHTS Assay for Substrates of Mammalian Selenoprotein Thioredoxin Reductase 1 (TrxR1): qHTS; Thioredoxin reductase 1, cytoplasmic (Rattus norvegicus), O89049; purified TrxR1 substrate turnover, NADPH consumption readout; Potency, µM (highest dose often 114 µM), inactives show at the highest dose activity change, negative = substrate turnover; actives 0.01% (n = 390,000); further: potency means the concentration at half of the fitted maximal effect; on the % scale 0 is the no-effect control and ±100 the full control effect; nearly all actives have a fitted effect of over 50% in size
Target sequence (O89049 whole entry, looked up): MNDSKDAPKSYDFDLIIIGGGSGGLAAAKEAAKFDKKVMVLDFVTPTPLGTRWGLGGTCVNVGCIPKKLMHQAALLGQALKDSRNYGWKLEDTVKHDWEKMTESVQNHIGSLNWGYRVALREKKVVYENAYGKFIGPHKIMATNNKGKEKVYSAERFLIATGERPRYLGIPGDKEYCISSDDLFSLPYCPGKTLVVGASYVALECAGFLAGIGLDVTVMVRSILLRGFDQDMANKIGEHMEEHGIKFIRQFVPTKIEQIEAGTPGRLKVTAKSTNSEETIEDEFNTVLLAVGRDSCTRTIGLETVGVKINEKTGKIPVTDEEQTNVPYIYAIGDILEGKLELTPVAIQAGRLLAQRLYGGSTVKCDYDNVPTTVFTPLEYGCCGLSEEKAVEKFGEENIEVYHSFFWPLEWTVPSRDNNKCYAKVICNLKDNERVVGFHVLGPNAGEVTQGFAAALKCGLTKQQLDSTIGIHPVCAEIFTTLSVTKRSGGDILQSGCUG
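Rat TrxR1, dispensed at 90 nM, was prereduced with 400 uM NADPH (final) for 5 min at ~22 deg C, then incubated with compound 15 min before 400 uM selenite. A first-read NADPH fluorescence drop versus no-compound background flagged substrates.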
PI4K2A inh = qHTS for small molecular inhibitors of PI4K2A | Phosphatidylinositol 4-kinase type 2-alpha (Homo sapiens), Q9BTU6 | purified PI4K2A, ADP-Glo luminescence, 1 h; stronger effect = lower value | activity change, negative = inhibition, % at 76.9 µM | actives 0.13% (n = 420,000); in the data active means activity change below about -50%; inconclusive means mostly about -30% to -49%;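 further: -100% = wells without enzyme as full effect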
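Compounds are screened against recombinant PI4K2A using PI as substrate and ATP, the latter dispensed at 300 microM. Reactions run one hour at ambient temperature before ADP-Glo detection; full inhibition defined by wells lacking enzyme.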
Glioma ERSR ind = qHTS for Inducers of the Endoplasmic Reticulum Stress Response (ERSR) in Human Glioma: qHTS; actives 0.02% (n = 420,000); Potency, µM, inactives show top-dose activation, usual class: activators; U87-MG GRP78 promoter luciferase reporter, 16 h; AID 602332, 2012; further: potency means the concentration at half of the fitted maximal effect; series mostly up to about 76 µM; % of control where 0% means no effect; nearly all actives have a fitted effect of over 35% in size
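Stably transfected U87-MG human glioma cells carrying a GRP78-based luminescent sensor were seeded at 1000 cells/well, pin-dosed with compounds and incubated 16 h. Luciferase reagent was then added, and end-point luminescence was read after 10 min at room temperature.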
* = called active by the depositor; u = inconclusive; x = not tested or not shown; & = joins results of further samples; [ ] = dose if it differs, or a comment. Unless noted, the call rests on the fitted dose curve; in most records, active means well fitted curve in the direction sought with a large enough effect; inconclusive means small, poorly fitted or top-dose-only effect, or another doubt; inactive means no such curve, though single readings can be large; an effect the other way counts as inactive or inconclusive. A portion of the library (hit frequency here may not be typical).

The line under a structure holds: IDH1 R132H inh | LDHA block | RXFP1 ag | Vif-A3G inh | USP1-UAF1 inh | Vif-APOBEC3F blk | TrxR1 substrate | PI4K2A inh | Glioma ERSR ind
O=C(O)CSc1nnc(Cn2nnc3ccccc32)n1CCc1ccccc1
→ 18.1% | -7.7 | 13.6% | -1.6% | -8.3% | -1.0% | -8.2% | 1.5 | -5.7%
Cc1ccc(C(=O)N/C(=C/c2ccco2)C(=O)NCCCn2ccnc2)cc1
→ 4.9% | 0.4 | 0.5% | -0.6% | -4.7% | 1.4% | -7.5% | -2.5 | -4.9%
O=C(COC(=O)c1ccccc1Nc1ccc(SC(F)F)cc1)NC1CC1
→ 8.0% | -3.2 | 0.7% | -5.5% | -24.3% | -4.4% | 11.0% | 0.6 | 6.9%
Cn1c(=O)c2c(nc(NCc3ccco3)n2C/C=C/c2ccccc2)n(C)c1=O
→ 5.3% | 2.7 | 0.5% | -22.2% | -18.9% | -8.1% | -4.4% | -4.9 | -0.4%
Cc1ccc(C)c(N2CCN(S(=O)(=O)c3ccc(-c4coc(C)n4)cc3)CC2)c1
→ -9.3% | 0.0&-11.2 | 1.0% | 2.2% | -26.1% | -1.8% | 1.4%[57.1 µM] | 0.1 | -2.4%
COC(=O)c1ccc(CSc2nnc3n(Cc4ccccc4OC)c(=O)c4ccccc4n23)o1
→ 2.9% | -9.2 | 4.3% | -3.8% | -15.1% | -0.4% | 6.4%[57.1 µM] | -2.5 | -2.9%
CCOc1ccc(OCC)c(NC(=O)CN(c2ccc(C)cc2)S(=O)(=O)c2c(C)noc2C)c1
→ 1.2% | 4.0 | 1.7% | 0.4% | -2.0% | 3.8% | 5.2% | 3.3 | -6.4%
COc1ccc(NC(=O)c2ccc(-c3ccc([N+](=O)[O-])cc3)o2)cc1OC
→ -1.1% | 2.7 | 5.5% | -7.5% | -8.6% | -9.3% | -9.1% | -4.7 | -1.8%
CC(=O)c1c(C)[nH]c(C(=O)CSc2nnc(-c3ccco3)o2)c1C
→ -5.3% | -17.2 | 3.2% | -2.9% | -20.3% | -1.1% | -2.0%[57.1 µM] | 0.9 | 0.6%
O=C(NC1CCN(Cc2ccccc2)CC1)c1cccc(S(=O)(=O)Nc2cc(C(F)(F)F)ccc2Cl)c1
→ -0.3% | -4.3 | 1.3% | 0.0% | 0.7% | -3.5% | -6.4% | 3.5 | -5.7%
CCc1ccc(CNC(=O)Cn2ccc3cc(S(=O)(=O)N4CCCCCC4)ccc32)cc1
→ -22.2% | 0.4 | -0.2% | -11.5% | -12.2% | -3.3% | 2.0% | -5.0 | -5.6%
COc1ccc2c(CC(=O)Nc3ccccc3N3CCOCC3)coc2c1
→ 26.1% | -3.7 | 1.2% | -0.6% | -8.1% | -16.4% | -8.0% | -2.0 | -5.5%
COc1ccc(C(=O)OCC(=O)Nc2ccccc2)cc1[N+](=O)[O-]
→ -20.8% | -13.2 | 4.2% | 0.9% | -20.9% | 1.7% | -0.7% | 2.7 | -4.1%
Cc1nonc1C(=O)N/N=C/c1ccccc1
→ 0.0% | -10.4 | -2.6% | -0.2% | -8.6% | 7.6% | 4.4%[57.1 µM] | -8.7 | 0.9%
Cc1cc(NS(=O)(=O)c2ccc(NC(=O)c3cccnc3)cc2)nc(C)n1
→ -0.1% | -7.2 | 2.0% | 0.5% | -17.8% | -27.2% | 1.6% | 1.8 | 1.0%
CCn1cnnc1SCC(=O)c1c(N)n(C2CC2)c(=O)[nH]c1=O
→ 3.4% | -10.4 | -0.1% | -0.7% | -13.5% | u | 5.5% | -4.7 | -3.6%
COc1ccc(NC(=O)c2cccnc2SC)cc1OC
→ 0.0% | -0.2 | 0.1% | -5.6% | -10.2% | -0.3% | -3.2% | 2.9 | 0.7%
COc1ccc(S(=O)(=O)NCc2ccco2)cc1NC(=O)c1ccccc1
→ -4.4% | -2.6 | -0.9% | u | -22.0% | -6.2% | -0.1%[57.1 µM] | -3.0 | -0.2%
COc1ccc2c(c1)c1c(c(=O)n(Cc3ccccc3)c(=O)n1CC(=O)Nc1ccccc1F)n2C
→ 10.8% | -1.1 | 12.0% | 3.6% | -11.4% | -21.7% | 3.1% | 0.8 | 1.6%
O=C(NCCCN=C1NS(=O)(=O)c2ccccc21)c1ccc(S(=O)(=O)N2CCCCC2)cc1
→ 3.6% | -9.9 | 4.1% | u | 5.4% | -3.7% | 3.2% | 3.0 | 0.6%
COc1ccc(CCNC(=O)c2ccc(Cn3c(=O)c4ccccc4n(Cc4cccc(Cl)c4)c3=O)cc2)cc1OC
→ 0.0% | -10.9 | 4.8% | 3.1% | -18.5% | -4.5% | 15.3% | 1.5 | -3.3%
Cc1nc(NC(=O)CSc2nnc(-c3ccncc3)n2C)sc1C
→ 0.6% | -3.5 | 3.0% | 2.8% | -7.9% | 13.4% | -2.6% | -0.6 | 1.6%
S=c1[nH]nc(COc2ccccc2)n1/N=C/c1ccccn1
→ 1.5% | -2.3 | 0.2% | -4.8% | -14.7% | -1.2% | 0.8% | 4.2 | -2.3%
CCN(CC)C(=O)C1CCCN(c2ccc([N+](=O)[O-])cc2)C1 (stereo not drawn)
→ 0.7% | -10.4 | -1.3% | -3.0% | -12.5% | 1.8% | -5.7%[57.1 µM] | -7.7 | -3.5%
O=C(CSc1nnc(Cn2cnc3ccccc32)o1)Nc1cccc2ccccc12
→ 11.1% | 3.3 | 0.5% | -3.9% | -16.3% | 3.5% | -0.4% | -2.9 | -5.2%
N#C/C(=C\c1ccc(F)cc1)c1n[nH]c(Cn2cncn2)n1
→ -3.9% | -5.0 | -1.7% | -5.1% | -12.7% | -2.1% | -3.3% | -14.1 | -2.9%
Cc1ccc(C)c(NC(=O)Cn2c(=O)n(Cc3nc(C)no3)c(=O)c3cc4c(cc32)OCO4)c1
→ 19.2% | -3.5&2.8 | u | -2.6% | -8.5% | 0.3% | 5.5% | -1.6 | -1.1%
COc1cccc(CNC(=O)c2ccc3c(c2)S(=O)(=O)N=C2CCCCCN23)c1
→ 7.7% | -1.0 | 1.3% | -0.1% | -15.1% | 0.8% | -4.2% | 5.4 | -3.6%
COc1ccc(C(=O)Nc2ccccc2C(=O)O)cc1Cl
→ 21.2% | -21.2 | 0.2% | -14.0% | -1.7% | -8.6% | -11.4% | 0.9 | -0.7%
O=C(CS(=O)(=O)Cc1ccccc1)NCC1CCCO1 (stereo not drawn)
→ 4.7% | -6.6 | -0.2% | 1.0% | -16.4% | -4.5% | -0.7% | 3.0 | -1.3%
O=C(Cn1nc(Br)nc1Br)c1ccccc1
→ -1.5% | -2.1 | 0.7% | -3.3% | -1.4% | -21.1% | 9.2%[57.1 µM] | 2.6 | -2.5%
O=C(CN1CCCCC1)Nc1cccc(Br)c1
→ 1.6% | -6.2 | 1.3% | -1.8% | -0.9% | -1.0% | 2.6% | 9.1 | 5.0%
Cc1nc2nc(NC(=O)c3ccc(C(C)(C)C)cc3)[nH]n2c(=O)c1Cl
→ 32.2%[activator] | -1.3 | 0.5% | 0.5% | -28.6% | 3.6% | -3.1% | -1.0 | -3.4%
C=CCN1CCc2c(cc(O)c(O)c2Br)[C@@H](c2ccccc2)C1
→ -10.6% | -0.9 | x | -2.8% | -20.1% | -6.2% | 7.2%[57.1 µM] | 2.6&-2.7 | -2.6%&3.1%&-3.1%
CC(C)c1cc(CN2CCN(C3CCCC3)C(CCO)C2)[nH]n1 (stereo not drawn)
→ 11.5% | -10.3 | 0.5% | 0.4% | -22.3% | 10.5% | 8.9%[57.1 µM] | -2.5 | -1.3%
O=C(Cc1c(O)c2ccccc2[nH]c1=O)NC1CCCCCC1
→ 4.4% | -6.8 | -0.9% | -5.2% | -5.4% | -0.4% | 29.4% | -17.7 | 0.8%
CN1OC(COC(=O)c2ccc(Cl)cc2)CC1c1ccccc1 (stereo not drawn)
→ 8.2% | -0.2 | 0.2% | 0.0% | -12.9% | 4.5% | -1.1% | 3.9 | 1.2%
CCc1ccc(NC(=O)C(C)OC(=O)CCN2C(=O)C3CC=CCC3C2=O)cc1 (stereo not drawn)
→ 15.3% | -3.0 | x | -1.9% | -7.9% | 9.8% | 7.1%[57.1 µM] | -4.1 | -1.5%
COc1ccc(OCc2nnc(SCC(=O)NC3CC3)n2C)cc1
→ 0.1% | -3.7 | -0.3% | 1.8% | 1.4% | -2.0% | -11.3% | -3.5 | -2.7%
